# hgDAF-12 ag: hgDAF-12 agonism, primary luciferase screen; HEK293 GAL4-hgDAF12 UAS-luciferase reporter, agonist luminescence; normalized to butyrate control; 370,000 compounds, 1.8% hits; activation, % at 6.8 µM;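 active means activation above a cutoff set at the mean of all screened compounds plus 3 SD, cut at about 10% in these data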;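 further: 0% = DMSO wells and 100% = sodium butyrate wells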
# GAA850 FXN act: increases GAA850 frataxin promoter reporter activity; HEK293 lucGAA850 FXN promoter luciferase reporter, 24 h; percent of 10 µM SAHA response; activation, % at 6 µM; AID 540364; 360,000 compounds, 0.56% hits;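 active means activation above the average of all compounds screened plus 3 SD, cutoff fixed separately per campaign, cut at about 7.5% in these data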;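 further: 0% = DMSO wells and 100% = 10 µM SAHA wells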
# HGIII-sPLA2 inh: Inhibits HGIII-sPLA2 liposome hydrolysis, primary screen; Q9NZ20; QFRET BODIPY PC-A2 liposome hydrolysis, fluorescence; inhibition, % at 12.2 µM; 370,000 compounds, 0.56% hits;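 active means inhibition above mean plus 3 SD of compounds lying within the high and low control bounds, cut at about 19% in these data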;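 further: 0% = median of test compound wells and 100% = no enzyme DMSO wells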
# hcDAF12 agonist: H. contortus DAF-12 activation, primary screen | activation, % at 6.8 µM | HEK293 hcDAF-12 lit1-tk-luc reporter, luminescence; 0% DMSO, 100% Δ7-dafachronic acid | 370,000 compounds, 1.4% hits;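 active means activation above the mean of all tested compounds plus 3 SD, cut at about 5.5% in these data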;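 further: 100% = response to 3 µM Δ7-dafachronic acid high control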
# ssDAF-12 act: activates DAF-12 receptor from parasite S. stercoralis; HEK293 ssDAF-12/GRIP1 lit1-tk-luc reporter, luminescence; % of 3 µM dafachronic acid response; 370,000 compounds, 1% hits; activation, % at 6.8 µM;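 active means activation above the mean over all tested compounds plus 3 SD, cut at about 0.9% in these data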;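 further: 0% = DMSO-only wells and 100% = 3 µM delta7-dafachronic acid wells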
# GC-A act: GC-A (human) enzyme activation | AID 1671463 | activation, % at 10 µM | P16066 | HEK293 GC-A cells, cGMP TR-FRET, EC30 ANP; 0% at EC30 ANP, 100% saturating ANP | 370,000 compounds, 0.14% hits; in the data active means activation above about 40%
# Target sequence (P16066 whole entry, looked up): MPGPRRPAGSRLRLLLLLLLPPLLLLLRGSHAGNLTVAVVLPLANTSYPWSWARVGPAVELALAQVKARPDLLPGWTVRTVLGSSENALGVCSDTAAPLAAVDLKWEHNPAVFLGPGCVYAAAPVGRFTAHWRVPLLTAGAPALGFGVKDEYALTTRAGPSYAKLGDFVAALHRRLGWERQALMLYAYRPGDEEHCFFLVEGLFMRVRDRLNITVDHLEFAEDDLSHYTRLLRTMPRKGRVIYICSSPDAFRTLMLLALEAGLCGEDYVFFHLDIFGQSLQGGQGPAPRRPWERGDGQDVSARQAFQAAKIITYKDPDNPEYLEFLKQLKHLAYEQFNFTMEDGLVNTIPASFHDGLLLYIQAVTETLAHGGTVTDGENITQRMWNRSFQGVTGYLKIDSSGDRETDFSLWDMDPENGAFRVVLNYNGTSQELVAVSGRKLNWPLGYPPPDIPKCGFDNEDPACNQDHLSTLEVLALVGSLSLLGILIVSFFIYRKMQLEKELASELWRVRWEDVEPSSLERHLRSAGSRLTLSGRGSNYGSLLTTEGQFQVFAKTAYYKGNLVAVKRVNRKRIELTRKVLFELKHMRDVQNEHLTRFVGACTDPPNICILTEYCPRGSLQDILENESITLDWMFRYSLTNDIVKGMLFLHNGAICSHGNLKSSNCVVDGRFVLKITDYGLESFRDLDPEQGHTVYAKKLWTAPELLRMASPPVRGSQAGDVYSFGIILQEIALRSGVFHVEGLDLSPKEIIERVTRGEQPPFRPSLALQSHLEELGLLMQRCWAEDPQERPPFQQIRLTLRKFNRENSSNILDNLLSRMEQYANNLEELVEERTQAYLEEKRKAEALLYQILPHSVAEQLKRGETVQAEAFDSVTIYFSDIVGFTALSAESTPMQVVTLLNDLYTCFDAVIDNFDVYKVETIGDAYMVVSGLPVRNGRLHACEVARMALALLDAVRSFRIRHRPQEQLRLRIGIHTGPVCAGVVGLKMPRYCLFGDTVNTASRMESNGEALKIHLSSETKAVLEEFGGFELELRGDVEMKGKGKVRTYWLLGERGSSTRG
# SMARCA2 act: SMARCA2 function activation, primary screen | AID 652017 | activation, % at 9.1 µM | MG213 cells, MMTV-luciferase reporter, dexamethasone, overnight | 370,000 compounds, 1% hits; in the data active means activation above about 7.8%;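 further: 0% = vehicle wells and 100% = reference activator wells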
# ADAM10 inh: inhibits human ADAM10 | recombinant ADAM10, EDANS/DABCYL FRET peptide cleavage, 3 h | inhibition, % at 7 µM | 370,000 compounds, 0.62% hits | AID 720582 | O14672;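 active means inhibition above a per-campaign cutoff equal to the mean of compounds falling between control-based bounds plus 3 SD, cut at about 20% in these data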;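 further: 0% = DMSO wells while the 100% control is not disclosed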
# DAX1 inh-1: DAX1 (NR0B1) inhibition, primary screen; HEK293T StAR-luciferase reporter, SF-1/DAX-1 repression relief; inhibition, % at 6.8 µM; 370,000 compounds, 1.1% hits; AID 652010;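 active means inhibition above the mean over all tested compounds plus 3 SD, cut at about 3.6% in these data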;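 further: 0% = DAX-1 cells with DMSO and 100% = cells lacking DAX-1 with DMSO; higher inhibition means more luminescence from relief of DAX-1 repression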
# NPR2 activator: GC-B (human) receptor activation | P20594 | HEK293-GC-B cells, CNP EC30, cGMP TR-FRET; 0% at EC30 CNP, 100% saturating CNP | activation, % at 10 µM | 370,000 compounds, 0.11% hits | AID 1920062;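 active means activation at 10 µM reaching about 35% in either raw or pattern-adjusted values, limit read from the data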
# DAX1 inh-2: inhibits human nuclear receptor DAX1. P51843. HEK293 Gal4-DAX1 luciferase reporter, luminescence. inhibition, % at 6.75 µM. 340,000 compounds, 0.99% hits. AID 504766;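 active means inhibition above the mean over all tested compounds plus 3 SD, cut at about 4.2% in these data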;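 further: 0% = DAX1-transfected cells with DMSO and 100% = empty-vector control cells with DMSO; inhibition shows as a rise in luminescence from relieved DAX1 repression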
# * hit, by the source's call; i = inactive; nt = not tested or not shown.
# Values run as follows: hgDAF-12 ag, GAA850 FXN act, HGIII-sPLA2 inh, hcDAF12 agonist, ssDAF-12 act, GC-A act, SMARCA2 act, ADAM10 inh, DAX1 inh-1, NPR2 activator, DAX1 inh-2
> CCc1ccc(C(=O)NNc2cc(Cl)cc(Cl)c2)cc1
    -0.4, -0.8, 7, 1.3, -1.0, 3, 2, 10, 0.1, 5, 0.1
> O=C1NC(c2ccc(Cl)cc2)Nc2ccccc21 (stereo unspecified)
    -0.2, 0.3, 0, 0.1, -0.7, 1, -1, -81, 0.0, 5, -1.5
> CCc1nc2ccc(C(=O)NCCCN(C)C)cn2c1N(C)CCCc1ccccc1
    -2.7, -2.3, -15, 0.1, -0.9, -13, 4, -3, 0.5, -8, nt
> O=C(COC(=O)CNS(=O)(=O)c1ccc(Br)cc1Cl)Nc1ccc(N2CCOCC2)cc1
    -1.3, -0.1, -8, -1.2, -0.4, 1, -1, 1, -0.1, 4, -0.3
> NC(=O)c1c(NC(=O)CCCC(=O)O)sc2c1CCCCCC2
    2.0, 0.9, 18, 1.2, -1.1, 1, -4, -6, -0.1, 5, -0.1
> Cc1ccc(C(=O)O/N=C(\c2ccccc2)c2cccnc2)cc1
    3.6, 0.5, -11, -0.6, -0.5, -16, -4, -8, 0.1, -11, 0.5
> O=C(Nc1ccc(F)cc1F)c1csc(-c2cccs2)n1
    13*, 5.4, -2, 5.1, 2.1*, -2, 7, 4, 7.0*, -6, 2.8
> Cc1cc(C)n2c(NC3CCCC3)c(-c3cccnc3)nc2n1
    -0.8, nt, 11, 2.9, -1.0, 8, -2, -54, -0.8, -5, nt
> COc1ccc(-c2csc(NC(=O)C3CSC4(C)CCC(=O)N34)n2)cc1 (stereo unspecified)
    1.8, 0.3, 17, 1.1, -1.2, 10, 0, -17, 1.2, 0, -0.8
> COc1ccc(N2CC(C(=O)Nc3ccccc3N3CCCC3)CC2=O)c(OC)c1 (stereo unspecified)
    -2.1, -4.4, -1, -0.6, -1.0, 0, -3, -5, -1.5, -3, -2.1
> O=P(O)(CCc1ccncc1)CN1CCCCC1
    -0.1, 2.0, 1, -1.6, -2.0, 0, 6, 1, 0.0, -5, -0.1
> CC(CCc1ccccc1)NS(=O)(=O)c1ccccc1Cl (stereo unspecified)
    -0.2, -1.6, -8, 0.1, -1.0, 1, -3, 2, -0.1, -2, -0.5
> Cc1ccc(C(=O)Nc2ccccc2-c2ccccc2)o1
    -0.5, -0.8, 4, -2.1, -0.7, -1, 1, -4, -0.2, -11, 0.7
> O=C(Nc1ccc(Cl)c(C(F)(F)F)c1)C1CCCN(S(=O)(=O)c2cnc[nH]2)C1 (stereo unspecified)
    -1.3, -1.6, -25, -1.5, -1.8, -10, -1, 0, -0.9, 3, -1.1
> O=C(Nc1c(C(=O)O)[nH]c2ccc(F)cc12)c1cccc(C(F)(F)F)c1
    3.6, 0.3, -53, 2.0, 0.1, 1, 3, -5, 0.1, 1, -0.9
> CC(=O)NC1C(Oc2ccc(C=O)cc2)OC(COC(C)=O)C(OC(C)=O)C1OC(C)=O (stereo unspecified)
    -4.3, 1.1, -2, -0.9, -0.7, 1, -1, -7, 0.3, -4, 0.0
> CCc1nnc(NC(=O)c2cccc(C(=O)Nc3nnc(CC)s3)n2)s1
    -0.7, 0.6, 6, -0.3, -1.4, 0, -5, -2, 0.0, 1, -0.7
> CC(Sc1nnc(Cc2ccccc2)n1C)C(=O)NC1CC1 (stereo unspecified)
    -0.1, -0.3, 1, 0.5, -0.3, 3, -1, -1, -0.1, 8, 0.5
> CCOC(=O)N(C)C[C@H]1OCc2cnnn2CCCC(=O)N([C@@H](C)CO)C[C@H]1C
    -1.2, 0.5, -1, -0.7, -1.2, 2, 1, -5, -0.1, 3, 0.8
> Cc1cc2ccccn2c1C(=O)c1ccc(Cl)cc1
    2.0, -1.2, 4, -2.3, -1.5, -8, 3, 9, -0.5, -2, -1.2
> CCN(CC)S(=O)(=O)c1ccc(N/N=C/c2cc(OC)ccc2O)nc1
    -13, 0.7, -16, -5.3, -2.3, 7, -5, -5, -3.5, 6, -2.6
> Fc1ccc(-c2nnn3c2nc(NCc2ccccc2)c2ccccc23)cc1
    10, 3.2, 8, 5.4, 0.0, 31, 1, -2, 0.5, 12, 0.5
> N#Cc1c(N2CCCC2)nc(N)c2c(N)nc(N3CCCC3)cc12
    2.2, -0.5, -4, -1.1, -0.6, -5, 2, -176, -0.8, 1, -0.6
> Cc1cc(C)n(-c2ncnc3sc4c(c23)CCCC4)n1
    -0.1, 2.8, 0, 7.4*, -0.3, 4, -1, -49, 1.2, 3, 0.7
> Cc1c(C(=O)OCC(=O)N2CCCC2=O)oc2ccccc12
    0.8, -0.3, 0, 0.2, -0.5, -3, 0, -3, 1.9, -3, 0.6
> CCC(C)(C)n1nnnc1C(c1ccc2ncccc2c1)N1CCN(c2nc3ccccc3s2)CC1 (stereo unspecified)
    -4.1, -3.3, -17, -2.9, -2.0, -3, -1, 14, -1.9, -1, 0.2
> COc1ccc(S(=O)(=O)N(CC(=O)N2CCOCC2)Cc2ccccc2)cc1
    0.1, 0.3, -3, -0.2, -0.9, -1, -1, -7, 0.0, -1, -0.7
> COc1ccc(C2Nc3ccccc3C(=O)N2Cc2ccccc2)cc1CN1CCOCC1 (stereo unspecified)
    -2.2, -1.7, -1, 0.2, -1.1, -23, -1, i, 0.0, -14, -0.4
> Cc1nc2nc(NC(=O)c3ccco3)nn2c(C)c1Cl
    3.4, 4.7, 11, 2.7, -0.4, 1, 0, -14, 3.2, 2, 1.6
> Cc1ccc(N(Cc2ccc(C(=O)NCC3CCCO3)cc2)S(C)(=O)=O)cc1C (stereo unspecified)
    -3.1, 0.6, 0, -2.1, -1.3, 0, -3, -2, -0.1, 3, -0.3
> Cc1cccc(-c2nc(NCCCN3CCOCC3)c3ccccc3n2)c1
    2.6, 2.0, -24, 1.2, -0.6, -8, 1, -7, -1.2, -10, 1.0
> O=C(C1CCC(Cn2c(=O)[nH]c3ccccc3c2=O)CC1)N1CCN(c2ccccc2)CC1 (stereo unspecified)
    3.8, -2.2, -7, -2.0, -0.9, -5, -2, -2, -0.7, 1, -0.3
> O=C(NNC(=O)c1ccc2ccccc2c1)c1cccc(Cl)c1
    4.2, -1.6, 0, -0.5, -1.2, 0, 0, -5, 1.0, 4, 0.1
> O=C(Nc1ccc2c(c1)OCO2)c1cc(-c2cccc(O)c2)on1
    7.7, 0.7, -16, 0.2, -0.3, -4, 2, -4, 1.9, -6, -0.2
> COc1ccc(-c2noc(C3CCCN(C(=O)c4ccccc4)C3)n2)cc1 (stereo unspecified)
    3.6, 1.2, 0, -1.6, -1.7, -7, -3, -21, -0.9, -6, 0.6
> CSc1ccc(/C=C(\NC(=O)c2ccc(C)cc2)C(=O)Nc2cccc(C)c2)cc1
    -3.3, 0.6, 18, -2.4, -0.7, -1, -2, 0, -0.7, 6, -1.2
> CC(=O)c1cccc(NC(=O)CCNS(=O)(=O)c2cccc3nonc23)c1
    -1.1, 1.2, -1, -1.6, -1.8, -6, 1, -1, 0.8, -3, 0.6
> Cc1cc(C)c(S(=O)(=O)c2ccccc2C(C)C)c(=O)[nH]1
    -2.8, 0.0, -2, -0.3, -0.8, 2, 4, -2, 0.3, 6, -0.6
> Cc1ccc(Cn2ccc(=O)c(OCc3ccccc3)c2C)cc1
    10, 0.4, -4, -0.1, -0.9, -3, 2, 4, 0.7, -2, 0.1
> COc1ccc(OC)c(Nc2nc(C)nc3c2oc2ccccc23)c1
    -1.4, 3.3, 3, 3.2, 0.4, -1, -2, -21, -0.5, 6, 1.3
> COCCn1cc(C(=O)NCc2cccs2)c2c3ccccc3n(C)c2c1=O
    -1.9, -1.5, -3, 3.1, -1.7, -3, -2, -153, -0.1, -7, 1.0
> Cc1cccc(NC(=O)CSc2nnc(Cn3cnc4ccccc43)o2)c1
    1.1, 3.0, -2, 0.7, -0.4, -2, -2, -2, 0.5, -4, -0.4
> COc1ccc(/C=C/C(=O)c2ccc([N+](=O)[O-])o2)cc1OC
    -1.3, nt, 6, -1.0, -1.3, 19, 4, -9, -0.8, 10, nt
> Cc1ccc(NC(=O)c2cccc3c2-c2ccccc2C3=O)c(C)c1
    3.3, nt, 3, 0.7, -1.2, -2, -4, 0, 0.1, -1, nt
> COc1ccc2c(c1)O/C(=C\c1ccccc1C)C2=O
    4.7, 2.1, -1, 3.5, -0.7, -8, 8, -12, -0.2, -2, 0.5
> CCOC(=O)C1CCCN(C(=O)CN2CCN(Cc3ccc(Cl)cc3)C2=O)C1 (stereo unspecified)
    -0.8, nt, 7, -0.3, -0.6, -3, 4, 15, 0.8, -1, nt
> Cc1cccc(NC(=O)COc2coc(CN3CCN(c4ccccc4)CC3)cc2=O)c1C
    -1.8, 0.5, 5, -2.9, -1.4, 2, -3, -13, -7.4, 1, -1.7
> O=C(Nc1ccncc1)C1(c2ccccc2)CCCC1
    -0.3, -1.9, -2, -1.5, -1.1, -2, -3, -4, -0.2, 1, 0.2
> CCOc1cccc(-c2c(C(=O)N/N=C(\C)c3ccncc3)nnn2-c2nonc2N)c1
    -2.8, -0.4, -3, -0.3, -0.8, -4, -3, 7, -1.1, 4, 0.7
> COc1cccc(N(CC(=O)Nc2cccc(F)c2)S(C)(=O)=O)c1
    0.9, -0.5, -7, -0.5, -1.4, -8, 0, 5, 0.4, -12, -0.2
> CCOC(=O)N1CCN(C(=O)C2CC(=O)N(c3ccc(OC)cc3)C2c2ccc(OC)cc2)CC1 (stereo unspecified)
    -0.7, -1.4, -1, -1.9, -0.6, -5, -2, -6, 0.5, -4, 1.2
> CCCN1C(=O)c2cc(C(=O)Nc3ccccc3C)ccc2C1Nc1ccccc1C (stereo unspecified)
    0.1, -2.5, -6, -2.4, -1.3, 4, -1, -1, -0.7, 1, -1.5
> CCCNC(=O)c1cc(C2CCCCN2C(=O)c2ccc(C(C)C)cc2)on1 (stereo unspecified)
    -1.8, 0.5, -1, -2.1, -1.6, 0, -3, -12, -1.5, -1, nt
> CCn1c(CNC(=O)c2cccs2)nnc1SCC(=O)Nc1ccc(Cl)cc1
    -1.3, 2.7, 5, 0.0, -1.1, -2, -1, 6, -0.4, 4, -0.6
> Cc1nn(-c2ccccc2)nc1CNC(=O)C1CC1
    -3.8, -2.0, 9, -0.3, -0.8, -3, -3, -10, 0.6, 7, 1.3
> COc1ccccc1NC(=O)CN1C(=O)NC2(CCCCCCC2)C1=O
    -0.5, -0.1, 0, -1.1, -1.8, 0, -2, 2, -0.2, 0, -0.5
> Cc1ccc(NC(=C(C#N)C#N)c2ccccc2)cc1
    -0.8, 0.5, 4, 0.0, -0.1, -1, 0, -4, 0.8, 2, 0.0
> O=c1c2ccccc2nc(-c2ccco2)n1/N=C/c1ccco1
    0.9, 0.6, -1, 0.6, -0.8, 4, 1, 11, -0.9, 1, -0.6
> CCOc1ccc(NC(=O)COC(=O)c2ccc3c(c2)C(=O)N(CCc2ccccc2)C3=O)cc1
    0.2, 4.8, -7, -1.2, -1.2, 0, 0, 4, 0.3, -6, 1.2

# Screens deposited in PubChem BioAssay by several laboratories.
